KCNQ1 inh: inhibitors of human KCNQ1 channel, primary screen, cell-based, thallium flux, high-throughput. Potassium voltage-gated channel subfamily KQT member 1 (Homo sapiens), P51787. CHO-K1 KCNQ1, FluxOR thallium flux fluorescence; stronger effect = higher value. B-score at 10 µM. 310,000 compounds, 1.3% hits. AID 2642, 2010;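 active means compounds whose thallium flux B-score, printed positive for inhibition, exceeds three library SD while starting fluorescence stays within three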;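 further: channel opened by potassium depolarization with thallium stimulus after 20 min compound exposure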
GSK3B inh: human GSK3beta kinase inhibitors, primary screen, biochemical, cell-free homogeneous, HTS | 300,000 compounds, 0.038% hits | activity score (negative = inhibition), % at 10 µM | GST-GSK3beta kinase, ADP-Glo luminescence, 60 min; stronger effect = lower value | Glycogen synthase kinase-3 beta (Homo sapiens), P49841;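 active means more than half of replicate wells score below -50%, meaning over 50% inhibition versus plate controls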;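 further: 0% = median DMSO wells and -100% = median GW8510 positive control wells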
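test system = GST-tagged human GSK3beta kinase, cell-free | reagent = 25 µM ATP with peptide substrate | dosing = one dose of 10 µM per compound | schedule = 60 min reaction, RT | detection = luminescent ADP-Glo measurement of ADP formed | control set = DMSO neutral wells and GW8510 at 20 µM as positive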
hERG rescue: hERG rescue from dofetilide block, primary screen, cell-based, CHO-hERG, FluxOR thallium flux, dofetilide IC70; activation (rescue from dofetilide block), less the hit threshold, % at 10 µM; Voltage-gated inwardly rectifying potassium channel KCNH2 (Homo sapiens), Q12809; 310,000 compounds, 0.51% hits; dofetilide IC70 present;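 active means activation above the mean of controls blocked by dofetilide plus 5 SD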;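 further: thallium influx through hERG after potassium depolarization seen as dye fluorescence rise; in these data hits start at about 4.7%; inactives centre near -7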
PolyA inh: polyadenylation inhibitors in yeast reporter cells, primary screen, luminescence, S. cerevisiae | S. cerevisiae SKY197-pL101 polyadenylation reporter, beta-gal luminescence; efflux-impaired pdr1/pdr3 knockout yeast; score 100 = 6 SD above DMSO | calls only at 12 µM | 300,000 compounds, 0.02% hits;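 active means lowest replicate activity score at least 50, where 100 means six control SD above control mean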;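 further: yeast exposed to compound for 9 h at 30 °C; higher score means more reporter readthrough which indicates perturbed polyadenylation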
HDAC3 inh: HDAC3 deacetylase inhibitors, primary screen, biochemical, fluorescence, cell-free homogeneous | Histone deacetylase 3 (Homo sapiens), O15379 | recombinant HDAC3, fluorogenic peptide/trypsin coupled | inhibition, % at 8.3 µM | 320,000 compounds, 0.15% hits; in the data active means inhibition above about 26%, passing the limit was not always enough
KCNQ1 pot: potentiators or activators of KCNQ1 channel, primary screen, cell-based, thallium flux, high-throughput; 310,000 compounds, 0.35% hits; B-score at 10 µM; CHO-K1 KCNQ1, thallium flux FluxOR fluorescence; stronger effect = higher value;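 active means fluorescence ratio B-score, a plate-corrected score, at least three library SD, with initial intensity B-score within 5 SD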
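System: CHO-K1 cells stably expressing KCNQ1 / Medium: assay buffer for compound exposure, DMSO matched across wells / Reagent: thallium- and potassium-containing depolarizing buffer / Compound: one concentration, matched DMSO / Incubation: 20 min compound pretreatment at room temperature / Measured by: kinetic FluxOR fluorescence, 10 s baseline plus 110 s post-stimulus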
RGS4 act: RGS4 potentiators or activators, primary screen, cell-based, HEK293 M3R inducible RGS4, calcium flux. 310,000 compounds, 0.92% hits. B-score at 10 µM. AID 463111, 2010. carbachol calcium flux Fluo4; stronger effect = lower value;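 active means B-score of the integrated calcium signal more than 4 SD below the library mean, with starting fluorescence not abnormally high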;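 further: negative B-score means reduced calcium response which marks RGS4 activation or potentiation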
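Detection: kinetic calcium fluorescence imaging with Fluo4-AM dye, 2 µM / Material: HEK293 cells with stable M3R and inducible RGS4 / Schedule: recording 10 s baseline at 1 Hz, 100 s post-agonist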
GSK3A inh: blockers of GSK3A enzyme activity – biochemical, luminescence, cell-free homogeneous, HTS, primary screen. Glycogen synthase kinase-3 alpha (Homo sapiens), P49840. GSK-3 alpha kinase, ADP-Glo luminescence, 60 min. inhibition, % at 10 µM. 320,000 compounds, 0.1% hits;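 in the data active means inhibition above about 50%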;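 further: GST-tagged GSK-3 alpha with peptide substrate and 25 µM ATP; 0% = DMSO neutral wells and 100% = GW8510 positive control wells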
Target sequence (P49840 whole entry, looked up): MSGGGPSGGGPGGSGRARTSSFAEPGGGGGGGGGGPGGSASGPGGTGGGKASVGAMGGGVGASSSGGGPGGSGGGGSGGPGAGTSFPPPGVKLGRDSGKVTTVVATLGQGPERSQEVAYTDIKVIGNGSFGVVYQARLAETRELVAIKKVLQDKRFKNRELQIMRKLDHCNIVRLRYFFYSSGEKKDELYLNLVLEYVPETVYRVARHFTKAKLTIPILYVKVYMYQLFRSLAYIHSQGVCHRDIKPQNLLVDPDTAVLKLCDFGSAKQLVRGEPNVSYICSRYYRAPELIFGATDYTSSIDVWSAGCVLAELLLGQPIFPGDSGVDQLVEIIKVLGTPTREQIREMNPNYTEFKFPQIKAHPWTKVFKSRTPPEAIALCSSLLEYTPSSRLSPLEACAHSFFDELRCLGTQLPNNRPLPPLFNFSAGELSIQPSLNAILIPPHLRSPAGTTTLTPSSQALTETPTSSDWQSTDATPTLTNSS
KCNK3 block: human KCNK3 channel inhibitors, primary screen, CHO cells, FluxOR thallium flux, B-score | FluxOR fluorescence; stronger effect = lower value | B-score at 10 µM | 340,000 compounds, 0.84% hits | AID 602410, 2012;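 active means B-score under library mean minus 4 SD, starting fluorescence ratio at most library mean plus 5 SD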;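 further: more negative B-score means stronger inhibition of thallium flux through KCNK3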
KCNK9 inh: KCNK9 potassium channel inhibitors, primary screen, HEK293 cells, thallium flux; AID 488922, 2010; B-score at 10 µM; 310,000 compounds, 1.2% hits; Potassium channel subfamily K member 9 (Homo sapiens), Q9NPC2; FluxOR thallium flux fluorescence; stronger effect = lower value;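 active means ratio B-score over 3 SD below the library mean, with starting fluorescence within 5 SD of its mean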;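 further: negative B-score means less thallium flux so channel inhibition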
Target sequence (Q9NPC2 whole entry, looked up): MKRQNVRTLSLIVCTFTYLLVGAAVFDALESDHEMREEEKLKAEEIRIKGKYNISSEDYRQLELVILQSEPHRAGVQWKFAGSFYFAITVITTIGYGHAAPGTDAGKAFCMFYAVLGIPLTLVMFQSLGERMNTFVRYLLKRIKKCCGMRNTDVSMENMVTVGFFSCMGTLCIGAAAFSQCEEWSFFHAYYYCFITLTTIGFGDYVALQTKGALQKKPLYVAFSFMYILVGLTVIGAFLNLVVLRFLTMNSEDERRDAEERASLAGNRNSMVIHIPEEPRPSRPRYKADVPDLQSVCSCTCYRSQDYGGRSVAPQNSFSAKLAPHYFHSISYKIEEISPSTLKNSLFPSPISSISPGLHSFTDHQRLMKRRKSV
Dyrk1A ADPGlo: rat Dyrk1A kinase inhibitors, primary screen, biochemical, single point, plate reader; inhibition, % at 12.5 µM; ADP-Glo luminescence, NFATc1 peptide; 310,000 compounds, 0.43% hits; in the data active means inhibition above about 50%;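 further: plate controls were vehicle with enzyme for no effect and no enzyme for full effect; many of its hits are not listed in these tables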
Starred values were filed as active, the others as inactive.

Cc1ccc(/C=C/C2=NN(Cc3ccccc3)C(=O)CC2)cc1 was read as KCNQ1 inh inactive, GSK3B inh 3.6, hERG rescue -10.2, PolyA inh inactive, HDAC3 inh -14.9, KCNQ1 pot inactive, RGS4 act inactive, GSK3A inh 0.4, KCNK3 block inactive, KCNK9 inh inactive and Dyrk1A ADPGlo 9.7.
For COc1cc(SC)ccc1C(=O)NCc1ccccc1 the results were KCNQ1 inh inactive, GSK3B inh -3.8, hERG rescue -1.7, PolyA inh inactive, HDAC3 inh 4.7, KCNQ1 pot inactive, RGS4 act inactive, GSK3A inh 1.3, KCNK3 block inactive, KCNK9 inh inactive and Dyrk1A ADPGlo -3.3.
`COc1ccc(-c2cc(-c3n[nH]c(=S)n3-c3cccc4ccccc34)[nH]n2)cc1` gave KCNQ1 inh inactive, GSK3B inh 0.3, hERG rescue -3.3, PolyA inh inactive, HDAC3 inh 3.9, KCNQ1 pot inactive, RGS4 act inactive, GSK3A inh -1.8, KCNK3 block inactive, KCNK9 inh inactive and Dyrk1A ADPGlo 6.1.
Screening CC(C)(C)SCCNC(=O)c1ccc(NS(C)(=O)=O)cc1 returned KCNQ1 inh inactive, GSK3B inh 1.7, hERG rescue -11.8, PolyA inh inactive, HDAC3 inh 10.1, KCNQ1 pot inactive, RGS4 act inactive, GSK3A inh 1.0, KCNK3 block inactive, KCNK9 inh inactive and Dyrk1A ADPGlo 1.6.
`Cc1ccc(S(=O)(=O)N(C)C)cc1NC(=O)COC(=O)/C=C/c1ccc2c(c1)OCO2` gave KCNQ1 inh inactive, GSK3B inh 1.3, hERG rescue -7.0, PolyA inh inactive, HDAC3 inh 5.7, KCNQ1 pot inactive, RGS4 act inactive, GSK3A inh -4.5, KCNK3 block inactive, KCNK9 inh inactive and Dyrk1A ADPGlo 3.9.
Screening COc1ccc(CNC(=O)c2cc(-n3cnnc3)ccc2Cl)cc1 returned KCNQ1 inh inactive, GSK3B inh 3.0, hERG rescue -9.9, PolyA inh inactive, HDAC3 inh 2.2, KCNQ1 pot inactive, RGS4 act inactive, GSK3A inh -0.8, KCNK3 block inactive, KCNK9 inh inactive and Dyrk1A ADPGlo -1.7.
For CCOC(=O)c1oc2ccc(CNC3CCCCC3)c(Cl)c2c1C the results were KCNQ1 inh inactive, GSK3B inh -0.2, hERG rescue -16.1, PolyA inh inactive, HDAC3 inh -1.1, KCNQ1 pot inactive, RGS4 act -7.8*, GSK3A inh 3.6, KCNK3 block inactive, KCNK9 inh inactive and Dyrk1A ADPGlo 0.6.
Screening O=C(NC1(C(F)(F)F)NC(=O)N(Cc2ccco2)C1=O)c1cccs1 (centres undefined) returned KCNQ1 inh inactive, GSK3B inh -1.6, hERG rescue -12.9, PolyA inh inactive, HDAC3 inh 1.0, KCNQ1 pot inactive, RGS4 act inactive, GSK3A inh -1.6, KCNK3 block inactive, KCNK9 inh inactive and Dyrk1A ADPGlo 1.5.
`Cc1ccc(NC(=O)c2ccc(NC3=NC4CS(=O)(=O)CC4S3)cc2)cc1` (centres undefined) gave KCNQ1 inh inactive, GSK3B inh -1.1, hERG rescue 1.6, PolyA inh inactive, HDAC3 inh 4.0, KCNQ1 pot inactive, RGS4 act inactive, GSK3A inh 0.6, KCNK3 block inactive, KCNK9 inh inactive and Dyrk1A ADPGlo 0.0.
For COC(=O)c1ccc(OC(=O)C2CSC3(C)CCC(=O)N23)cc1 (centres undefined) the results were KCNQ1 inh inactive, GSK3B inh 3.6, hERG rescue -6.9, PolyA inh inactive, HDAC3 inh -12.4, KCNQ1 pot inactive, RGS4 act inactive, GSK3A inh -0.6, KCNK3 block inactive and KCNK9 inh inactive.
CCCCNc1nc(=S)n(-c2ccccc2)c(C)c1C(C)=O was read as KCNQ1 inh inactive, GSK3B inh 0.6, hERG rescue -2.0, PolyA inh inactive, HDAC3 inh 1.5, KCNQ1 pot inactive, RGS4 act inactive, GSK3A inh 11.2, KCNK3 block inactive, KCNK9 inh inactive and Dyrk1A ADPGlo 4.7.
For COC(=O)C1=C(C(=O)OC)[C@@H]2Nc3ccccc3[C@@]23C[C@@H](C(=O)OC)N=C3N1 the results were KCNQ1 inh inactive, GSK3B inh 0.3, hERG rescue -4.4, PolyA inh inactive, HDAC3 inh -1.5, KCNQ1 pot inactive, RGS4 act inactive, GSK3A inh 0.5, KCNK3 block inactive, KCNK9 inh inactive and Dyrk1A ADPGlo 5.0.
For O=C(Cn1c(NCCCO)nc2ccccc21)c1cccs1 the results were KCNQ1 inh inactive, GSK3B inh 1.1, hERG rescue -8.3, PolyA inh inactive, HDAC3 inh 1.1, KCNQ1 pot inactive, RGS4 act inactive, GSK3A inh 0.4, KCNK3 block inactive, KCNK9 inh inactive and Dyrk1A ADPGlo -5.4.
CCOC(=O)N1CCC(NC(=O)c2cc(C(=O)Nc3ccc(S(=O)(=O)N4CCOCC4)cc3)ccc2CO)CC1 was read as KCNQ1 inh inactive, GSK3B inh -3.5, hERG rescue -13.2, PolyA inh inactive, HDAC3 inh 4.5, KCNQ1 pot inactive, RGS4 act inactive, GSK3A inh 1.9, KCNK3 block inactive and KCNK9 inh inactive.
Screening CCNC(=O)CC1C(=O)N(C)C(=S)N1NC(=O)c1ccc(Cl)cc1 (centres undefined) returned KCNQ1 inh inactive, GSK3B inh 3.5, hERG rescue -9.2, PolyA inh inactive, HDAC3 inh -1.0, KCNQ1 pot inactive, RGS4 act inactive, GSK3A inh -2.6, KCNK3 block inactive, KCNK9 inh inactive and Dyrk1A ADPGlo 7.6.
Screening Cc1ccc(NC(=O)Nc2ccc3c(c2)nnn3C)cc1C returned KCNQ1 inh inactive, hERG rescue -5.7, PolyA inh inactive, HDAC3 inh -8.1, KCNQ1 pot inactive, RGS4 act inactive, GSK3A inh 0.7, KCNK3 block inactive, KCNK9 inh inactive and Dyrk1A ADPGlo -5.9.
For CC1=CC(=O)N(c2ccc(C)cc2)C1c1ccc(Cl)cc1 (centres undefined) the results were KCNQ1 inh inactive, GSK3B inh 0.0, hERG rescue -8.4, PolyA inh inactive, HDAC3 inh 8.4, KCNQ1 pot inactive, RGS4 act inactive, GSK3A inh -0.2, KCNK3 block inactive, KCNK9 inh inactive and Dyrk1A ADPGlo -2.3.
For COC(=O)c1ccccc1CCC(C)=O the results were KCNQ1 inh inactive, GSK3B inh 3.8, hERG rescue -10.0, PolyA inh inactive, HDAC3 inh -1.2, KCNQ1 pot inactive, RGS4 act inactive, GSK3A inh -1.6, KCNK3 block inactive, KCNK9 inh inactive and Dyrk1A ADPGlo -6.2.
For COc1ccc(Cl)cc1NC(=O)CSc1nnc(CNC(=O)c2ccco2)o1 the results were KCNQ1 inh inactive, GSK3B inh 1.2, hERG rescue -9.5, PolyA inh inactive, HDAC3 inh -9.7, KCNQ1 pot inactive, RGS4 act inactive, GSK3A inh -0.2, KCNK3 block inactive, KCNK9 inh inactive and Dyrk1A ADPGlo 0.1.
Screening O=C(CCc1ccc(O)c(O)c1)NNC(=S)NCCc1ccccc1 returned KCNQ1 inh inactive, GSK3B inh -2.4, hERG rescue -5.3, PolyA inh inactive, HDAC3 inh -2.5, KCNQ1 pot inactive, RGS4 act inactive, GSK3A inh -0.7, KCNK3 block inactive, KCNK9 inh inactive and Dyrk1A ADPGlo 7.6.
For COc1ccccc1NC(=O)CSC1=NC(=O)C(NC(C)=O)C(=O)N1 (centres undefined) the results were KCNQ1 inh inactive, GSK3B inh -2.6, hERG rescue -1.4, PolyA inh inactive, HDAC3 inh -1.1, KCNQ1 pot inactive, RGS4 act inactive, GSK3A inh -0.1, KCNK3 block inactive, KCNK9 inh inactive and Dyrk1A ADPGlo -6.5.
`Cc1cc(NC(=O)Nc2cccc(Cl)c2)n(C(C)(C)C)n1` gave KCNQ1 inh inactive, hERG rescue -12.9, PolyA inh inactive, HDAC3 inh 3.3, KCNQ1 pot inactive, RGS4 act inactive, GSK3A inh -0.5, KCNK3 block inactive, KCNK9 inh inactive and Dyrk1A ADPGlo -2.8.
`Cc1nc(SCC(=O)Nn2c(-c3ccccc3)nc3ccccc3c2=O)n[nH]1` gave KCNQ1 inh inactive, GSK3B inh 1.7, hERG rescue -8.8, PolyA inh inactive, HDAC3 inh -1.2, KCNQ1 pot inactive, RGS4 act inactive, GSK3A inh 2.0, KCNK3 block inactive, KCNK9 inh inactive and Dyrk1A ADPGlo 0.5.
Screening COc1ccc(-c2cc(C(F)(F)F)n3ncc(C(=O)NCc4ccco4)c3n2)cc1 returned KCNQ1 inh inactive, GSK3B inh -0.5, hERG rescue -5.9, PolyA inh inactive, HDAC3 inh -2.1, KCNQ1 pot inactive, RGS4 act inactive, GSK3A inh 0.5, KCNK3 block inactive, KCNK9 inh inactive and Dyrk1A ADPGlo -4.7.
Screening O=C(CCn1ccc2cc(S(=O)(=O)N3CCCC3)ccc21)NCc1ccccc1F returned KCNQ1 inh inactive, GSK3B inh 0.2, hERG rescue -7.0, PolyA inh inactive, HDAC3 inh -3.5, KCNQ1 pot inactive, RGS4 act inactive, KCNK3 block inactive, KCNK9 inh inactive and Dyrk1A ADPGlo 4.1.

Reprinted from the entries so far for reference:
Cc1ccc(/C=C/C2=NN(Cc3ccccc3)C(=O)CC2)cc1 was read as KCNQ1 inh inactive, GSK3B inh 3.6, hERG rescue -10.2, PolyA inh inactive, HDAC3 inh -14.9, KCNQ1 pot inactive, RGS4 act inactive, GSK3A inh 0.4, KCNK3 block inactive, KCNK9 inh inactive and Dyrk1A ADPGlo 9.7.
For COc1cc(SC)ccc1C(=O)NCc1ccccc1 the results were KCNQ1 inh inactive, GSK3B inh -3.8, hERG rescue -1.7, PolyA inh inactive, HDAC3 inh 4.7, KCNQ1 pot inactive, RGS4 act inactive, GSK3A inh 1.3, KCNK3 block inactive, KCNK9 inh inactive and Dyrk1A ADPGlo -3.3.

The list is partial, so the mix of outcomes need not match the whole.
